Tn7 DDE FP – DD(E)-Tn7 binding inhibition, primary FP screen; 0.13% of 370,000 active; P02675; FP displacement of FITC-Tn7 peptide from fibrin DD(E); 0% = median of compound wells per plate; inhibition, % at 8.3 µM; AID 720508;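 active = inhibition above the mean of compounds falling within the control limits plus 3 SD of them, cut at about 14% in these data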;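 also: 0% = plate median of compound wells and 100% = 10 µM Aha-Tn7 peptide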
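assay system = human clot-derived fibrin DD(E) complex | quantity = Fibrin-DD(E) at 2 µM final | timing = 10 min preincubation, 3 h with tracer, room temperature | signal = fluorescence polarization | measure = percent inhibition | benchmarks = high control wells with 10 µM unlabelled Aha-Tn7 peptide (full inhibition) | replicates = singlicate testing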
KLK7 zymogen act – activators of human kallikrein-7 zymogen; purified proKLK7, EDANS-DABCYL substrate fluorescence; 100% is mature enzyme control, 0% vehicle; activation, % at 7 µM; 0.9% of 370,000 active;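 active = activation above the mean of all tested compounds plus 3 SD, computed per campaign excluding outliers beyond control limits, cut at about 13% in these data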
ARFGAP1 inhibitor – inhibitors of rat ARFGAP1. Q62848. Arfgap1-stimulated ARF1 GTP hydrolysis, GDP FP detection. inhibition, % at 16.5 µM. 0.26% of 360,000 active;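 active = inhibition above a per-plate limit, mean inhibition of low control wells plus 3 SD, cut at about 25% in these data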;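 also: 0% = DMSO wells with enzyme and 100% = wells lacking Arfgap1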
Target sequence (Q62848 1-136 limits assumed): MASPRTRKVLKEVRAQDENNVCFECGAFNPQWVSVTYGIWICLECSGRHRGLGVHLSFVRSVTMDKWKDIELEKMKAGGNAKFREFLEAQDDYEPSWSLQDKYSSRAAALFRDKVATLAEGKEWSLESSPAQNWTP
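Repeats: one replicate per compound; assay system: rat Arfgap1 catalytic domain, aa 1-136; times: enzyme reaction 120 min at 25 °C after 20 min preincubation; detection: FP of antibody-bound GDP Alexa 633 tracer, ex 620/em 688 nm; benchmarks: high control wells lacking Arfgap1, low control full reaction with DMSO; reagent: human ARF1(Δ1-17)-GTP substrate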
DDE Tn6 FP inh – inhibitors of Tn6 peptide binding to human fibrin DD(E); Fibrin DD(E) TRITC-Tn6 fluorescence polarization displacement; inhibition, % at 8.3 µM; P02675; 0.21% of 370,000 active;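 active = inhibition above a per-campaign cutoff: mean of compounds within control limits plus 3 SD, cut at about 15% in these data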;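 also: 0% = median of all compound wells on the plate and 100% = blocking peptide control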
MBD2 DNA inh – MBD2-methylated oligo binding inhibition | inhibition, % at 4.4 µM | Q9UBB5 | AID 686964 | TR-FRET, MBD2 binding to methylated oligonucleotide | 0.31% of 370,000 active; in the data active = inhibition above about 13%
Target sequence (Q9UBB5 whole entry, looked up): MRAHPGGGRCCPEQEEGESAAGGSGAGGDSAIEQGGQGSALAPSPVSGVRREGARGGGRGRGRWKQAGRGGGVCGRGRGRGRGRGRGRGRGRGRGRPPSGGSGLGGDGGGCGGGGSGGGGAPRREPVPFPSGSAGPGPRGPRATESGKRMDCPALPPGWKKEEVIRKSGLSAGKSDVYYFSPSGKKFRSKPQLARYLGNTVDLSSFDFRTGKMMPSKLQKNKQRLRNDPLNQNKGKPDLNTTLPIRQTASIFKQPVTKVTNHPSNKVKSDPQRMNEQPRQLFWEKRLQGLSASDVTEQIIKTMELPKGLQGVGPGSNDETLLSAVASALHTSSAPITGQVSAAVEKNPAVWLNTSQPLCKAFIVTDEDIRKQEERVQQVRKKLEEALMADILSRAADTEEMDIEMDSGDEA
UHRF1 MBD2 ctr – human UHRF1 methylated DNA binding inhibitors; Q96T88; UHRF1 binding to methylated oligo, TR-FRET; inhibition, % at 4.4 µM; 0.75% of 370,000 active; AID 687016; in the data active = inhibition above about 21%;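 also: UHRF1 SRA domain binding a hemimethylated CpG hairpin DNA probe; 0% = median of test compound wells and 100% = reference inhibitor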
PLCg1 inh – PLC-gamma1 (human) inhibition, primary screen | P19174 | purified PLC-gamma1, fluorogenic substrate, fluorescence | inhibition, % at 12.2 µM | 0.84% of 370,000 active | AID 720700; in the data active = inhibition above about 9.5%
ADAM17 inh – ADAM17 inhibition, QFRET primary screen | recombinant ADAM17, EDANS/DABCYL FRET peptide cleavage | inhibition, % at 6.95 µM | 0.83% of 370,000 active | AID 720648;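 active = inhibition above the mean of compounds lying between control limits plus 3 SD, set per campaign, cut at about 8.5% in these data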;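 also: 0% = DMSO-only wells as the low control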
PLC-beta3 inh – PLC-beta3 (human) inhibition, primary screen. inhibition, % at 12.2 µM. 0.18% of 370,000 active. Purified PLC-beta3, fluorogenic substrate, fluorescence. Q01970; in the data active = inhibition above about 11%;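 also: 0% = median of compound wells on plate and 100% = full blocker control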
ASAP1 inh – blocks human ASAP1-stimulated Arf1 GTP hydrolysis; GDP FP detection; inhibition, % at 16.5 µM; Q9ULH1; 0.19% of 360,000 active; in the data active = inhibition above about 25%;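 also: 0% = vehicle with enzyme and substrate and 100% = no enzyme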
Target sequence (Q9ULH1 325-724 limits assumed): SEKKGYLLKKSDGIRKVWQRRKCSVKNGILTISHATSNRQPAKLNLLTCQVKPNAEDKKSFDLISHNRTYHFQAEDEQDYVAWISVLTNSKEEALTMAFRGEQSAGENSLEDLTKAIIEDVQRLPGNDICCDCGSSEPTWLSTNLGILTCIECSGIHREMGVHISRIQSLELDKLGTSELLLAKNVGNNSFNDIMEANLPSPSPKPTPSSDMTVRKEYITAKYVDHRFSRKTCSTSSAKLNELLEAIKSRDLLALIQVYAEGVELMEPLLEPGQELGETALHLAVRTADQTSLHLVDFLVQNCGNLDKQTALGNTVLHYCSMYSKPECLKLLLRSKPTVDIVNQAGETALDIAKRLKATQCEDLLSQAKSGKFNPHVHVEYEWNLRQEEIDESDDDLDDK
Numbers without * were called inactive; & = joins results of further samples.

SMILES	Tn7 DDE FP	KLK7 zymogen act	ARFGAP1 inhibitor	DDE Tn6 FP inh	MBD2 DNA inh	UHRF1 MBD2 ctr	PLCg1 inh	ADAM17 inh	PLC-beta3 inh	ASAP1 inh
COc1ccc(S(=O)Cc2ccc(C(=O)NC3CC3)o2)cc1 (stereo not given)	-8	0.2	2	2	-5	-3	2	-1	-3	-2
CC(CCCC(C)(C)O)NC(=O)c1ccc2oc(CCc3ccccc3)nc2c1 (stereo not given)	6	0.1	13	-3	10	6	2	-2	2	2
Cc1ccc(-c2nnn(Cc3nc4ccccc4s3)n2)cc1	-2	0.0	-2	7	-1	1	5	6	0	4
COc1ccc(/C=C/C(=O)c2ccc(NC3=NCCCS3)cc2)cc1OC	6	0.1	-2	-5	3	-4	-21	3	-39	-2
CCC(=O)N1CCN(c2ccc(OC)cc2[N+](=O)[O-])CC1	2	-0.2	-3	-1	-5	-5	1	0	-1	13
CCc1cc2c(=O)n(CC(C)C)cnc2s1	2	0.0	0	-1	5	3	0	-2	2	1
CCn1c(SCC(=O)NC2CCCCC2)nnc1C(CO)NC(=O)c1ccccc1 (stereo not given)	-6	0.8	-6	-2	0	0	1	0	-8	-4
CCN(CC)S(=O)(=O)c1cccc(C(=O)N/N=C/c2ccc(O)c(O)c2O)c1	-2	0.0	16	-4	3	-8	-7	3	-9	-15
CN1C(=O)Cc2cc(S(=O)(=O)N3CCN(c4cccc(C(F)(F)F)c4)CC3)ccc21	2	-0.6	-7	5	2	-3	2	2	4	-4
COc1cc(Cl)ccc1OCc1cc(C(=O)NCCCN2CCCC2=O)no1	-7	0.8	-1	6	1	2	1	-8	-10	-3
COc1ccc(S(=O)(=O)Cc2ccc(C(=O)O)o2)cc1	1	-0.5	9	-5	4	1	1	-6	-4	-2
CCC(C(=O)N1CCOCC1)n1nc(C)n2c(cc3cc(C)ccc32)c1=O (stereo not given)	2	0.0	-3	-5	0	2	-17	-33	-31	9
COC(=O)c1scc(C)c1NC(=O)CC1NCCNC1=O (stereo not given)	4	-0.3	-10	-5	4	-3	5	-1	-5	1
CC(C)NC(=O)/C(C#N)=C\c1ccc(N(C)C)o1	-24	-0.1	-1	4	-20	-55	-3	2	-1	5
CCOc1ccc(-n2nc3c(Cl)nnc(C)c3c2C)cc1	0	-0.1	2	10	4	1	2	-5	-1	-6
CC(=O)c1ccc(Oc2cc(C)nc(-n3nc(C)cc3C)n2)cc1	-5	-0.2	-1	5	-1	1	5	1	4	-6
O=C(Nc1ccccc1)c1ccc(-c2ccc(Br)cc2)o1	6	0.3	6	-2	-6	-1	-22	6	-32	2
OCC1(Cc2ccc(F)cc2)CCCN(CCc2ccccc2)C1 (stereo not given)	3	0.0	-2	4	-6	1	1	0	-1	16
Cc1ccc(S(=O)(=O)Nc2ccc(Cl)cc2C(=O)c2ccccc2)cc1	-6	0.3	-2	-7	-1	-2	-1	4	0	-5
CCOC(=O)C1(CCOc2ccccc2)CCN(Cc2ccc3c(c2)OCCO3)CC1	3	0.3	3	1	-6	2	1	-4	2	-8
CCCCOc1ccc(-c2c(C(=O)Nc3ccccc3)c(C)[nH]c(=S)c2C#N)cc1	-1	-0.5	6	1	4	0	-5	7	-8	-8
Cc1ccc(NC(=O)CSc2nnc(-c3ccco3)o2)cc1	1	-0.4	-11	-3	-5	-1	3	-1	-4	1
CCOC(=O)C1=C(CN2CCCCC2)NC(=O)NC1c1cc(C)ccc1C (stereo not given)	3	0.1	11	5	2	-1	3	1	6	-14
CC1=CC(C)(C)Nc2cc(C)c(C)cc21	-4	0.2	8	-4	-7	-1	-8	-2	-11	12
NC(=O)c1ccsc1NC(=O)COC(=O)c1ccc(Cl)c(N)c1	10	0.8	-10	7	0	-1	-52	-14	-52	7
CCOC(=O)C1CCN(C(=O)c2ccccc2NC(=O)c2ccc(Br)cc2)CC1	-2	-0.2	4	7	-2	1	0	-3	-3	2
CC(C)n1cnc2c(NCc3ccccc3)nc(NCc3ccccc3)nc21	1	0.2	-4	-1	-6	-1	3	4	0	-7
CC1(C(=O)NCc2ccccc2Br)CCN1C(=O)C1(c2ccc(Cl)cc2)CC1 (stereo not given)	2	0.4	-11	1	1	0	1	2	0	-3
CN1CCCN(CC(O)COCc2cccs2)CC1 (stereo not given)	5	0.3	-2	3	-3	0	0	-4	3	4
Cc1ccc(CCNC(=O)C2CC(c3cccc(F)c3)=NO2)cc1 (stereo not given)	6	0.4	-3	-2	3	0	0	-6	-2	5
Cn1c(SCC(=O)Nc2ccccc2-c2ccccc2)nnc1-c1ccco1	-2	0.5	14	-2	5	-2	0	-4	5	1
Cc1oc(-c2cc3c(cc2Cl)OCO3)nc1CN1CCCC(C(=O)N2CCOCC2)C1 (stereo not given)	6	-0.8	-6	-7	3	-2	-1	2	0	-7
Cc1ccc(CN=C(N)Nc2nc(C)cc(C)n2)cc1	0	0.1	-15	-2	-1	7	7	-3	-2	-6
COc1cccc(C(=O)Nc2c3c(nn2-c2cccc(C)c2C)CS(=O)(=O)C3)c1OC	-2	-0.2	18	-7	2	-1	0	3	-1	10
CCOC(=O)C1=NN(c2ccc(F)cc2)C2=NC(C)=C(C(=O)OC)C(c3cccs3)N12 (stereo not given)	8	-0.1	12	4	-3	-3	0	-1	1	2
CCCN1C(=O)CC(C(=O)OC)=C1C	-1	0.1	0	7	1	0	-1	-5	-2	6

Part of the list above in order of count of non-hydrogen atoms, falling:
SMILES	Tn7 DDE FP	KLK7 zymogen act	ARFGAP1 inhibitor	DDE Tn6 FP inh	MBD2 DNA inh	UHRF1 MBD2 ctr	PLCg1 inh	ADAM17 inh	PLC-beta3 inh	ASAP1 inh
Cc1oc(-c2cc3c(cc2Cl)OCO3)nc1CN1CCCC(C(=O)N2CCOCC2)C1 (stereo not given)	6	-0.8	-6	-7	3	-2	-1	2	0	-7
CCOC(=O)C1CCN(C(=O)c2ccccc2NC(=O)c2ccc(Br)cc2)CC1	-2	-0.2	4	7	-2	1	0	-3	-3	2
Cc1ccc(CN=C(N)Nc2nc(C)cc(C)n2)cc1	0	0.1	-15	-2	-1	7	7	-3	-2	-6

The list continues.
SMILES	Tn7 DDE FP	KLK7 zymogen act	ARFGAP1 inhibitor	DDE Tn6 FP inh	MBD2 DNA inh	UHRF1 MBD2 ctr	PLCg1 inh	ADAM17 inh	PLC-beta3 inh	ASAP1 inh
Cc1cc(=O)[nH]c(SCC(=O)Nc2nnc(CC(C)C)s2)n1	2	0.2	-6	-9	-8	1	-3	-4	-1	12
COc1ccc(C(CCN2CCN(c3ccccc3)CC2)c2c(OC)cc(OC)c3c(-c4ccccc4)cc(=O)oc23)cc1 (stereo not given)	-2	-9.7	0	-7	2	0	-29	0	-28	0
O=C1c2ccccc2N2C(=O)c3ccccc3[C@H]2N1c1ccccc1	-1	0.6	3	2	-4	1	-5	-2	-6	-2
CCOC(=O)c1c(-c2cccs2)csc1NC(=O)C(C)(C)C	6	-0.6	9	-6	3	1	1	2	-1	7
OCCC1CN(Cc2c(F)cccc2Cl)CCN1C1CCCC1 (stereo not given)	1	-0.1	5	-5	-2	3	7	-1	2	-9
Cc1ccc(-c2c[n+](Cc3cccc(Cl)c3)c3n2CCC3)cc1	-4	0.3	3	-1	5	-2	4	-1	-9	11
COC(=O)c1ccc(OC(=O)c2ccc(OC)cc2)c(OC)c1	-6	-0.6	-1	-3	-4	3	2	-3	-7	-1
CN(CC(=O)Nc1c(Cl)cccc1Cl)C(=O)Cc1ccc2c(c1)CCC2	0	0.6	4	6	-2	-4	1	-1	-3	-17
COC(=O)Cc1ccc(OC2(C)CCN(Cc3ccc4c(c3)OCCO4)C2)cc1 (stereo not given)	3	0.4	7	-1	5	3	-1	-4	2	-11
COCCN(CCOC)C(=O)C1CCN(c2ccc(S(=O)(=O)N3CCOCC3)cc2[N+](=O)[O-])CC1	6	0.2	-6	-2	-3	-5	-1	1	-5	0
CC(C)Cn1c(N)c(C(=O)COC(=O)c2cccc(F)c2)c(=O)n(C)c1=O	-5	-0.7	-2	5	-2	-1	2	1	-1	-13
c1ccc(-c2nc(N3CCNCC3)nc3ccccc23)cc1	-6	69*	11	-6	-2	-4	-283	-153	-377	-2
Cc1ccc(C(=O)Nc2ccc3c(c2)C(=O)N(C)C3=O)c(C)c1	2	-17	-1	-13	-4	-2	-90	-25	-99	-4
O=C(O)Cn1c(O)c(C=Nc2ccccc2)sc1=S	10&-12	0.2&-0.1	-3&14	7&4	-10&-10	-4&0	-7&-9	-6&3	-8&-16	8&13
Cc1ccc(C)c(S(=O)(=O)N2CCN(C(=O)CCC(=O)NCc3ccc(Cl)cc3)CC2)c1	4	0.4	13	3	2	-1	3	-4	-7	2
COCC(C)NC(=O)C1CCN(S(=O)(=O)c2ccc3ccccc3c2)CC1 (stereo not given)	-3	-0.2	2	2	-5	-2	-3	-2	-6	-2
COc1cccc(CSc2nnc(-c3ccc(F)cc3)o2)c1	4	0.1	2	4	-7	-3	1	5	2	4
Cc1cccc(CN2CCN(Cc3ccc(-n4cccn4)cc3)CC2CCO)n1 (stereo not given)	-3	0.3	6	4	0	-2	2	0	-6	1
Cn1cccc1-c1nc2ccccc2n1C	2	0.4	-4	4	4	0	-3	-9	-16	7
COc1ccc([C@H]2CN(CCc3ccccc3)C(=O)[C@@H]2CC(=O)Nc2ccccc2)cc1	6	0.2	-4	-5	-2	3	0	3	-2	4
COC(=O)c1ccc(C(=O)NC2CC(C)(C)Cc3c2cnn3-c2ccc(F)cc2)nc1 (stereo not given)	4	-0.2	-16	-1	-3	-2	1	-2	-5	-6
CC1(C)CC(=O)C(CSC(=O)c2ccccc2)C(=O)C1	-1	-0.2	1	-4	-4	0	-2	-3	-1	14
Cc1nc2ccc(NS(=O)(=O)c3ccc(F)cc3)cc2s1	-2	0.1	6	-2	2	-2	-2	-2	2	-10
CCC(Oc1cc(Cl)ccc1Cl)C(=O)N1CCCN(C)CC1 (stereo not given)	0	-0.2	8	5	9	2	1	-3	-10	6
O=C(NC(=S)Nc1ccccc1N1CCN(C(=O)c2ccccc2)CC1)c1ccccc1F	1	0.4	3	-1	3	0	-1	-4	-5	10
Cn1c(O)c(C2=c3ccccc3=NC2=O)sc1=Nc1ccc(Cl)cc1	0	0.2	3	-6	-4	2	4	1	0	14
Cn1c(=O)c(=O)n(C)c2cc(S(=O)(=O)N3CCOCC3)ccc21	-3	1.3	2	7	-3	-1	-3	-3	-11	4
Cc1cc(Cl)ccc1OCCCC(=O)NCCc1nnc2ccccn12	3	0.7	-8	2	4	20	0	-2	-6	10
Cc1ccc(Cc2c(-c3ccc(F)cc3)nc3c(Cl)cc(C(F)(F)F)cn23)cc1	-1	0.5	6	1	-4	-1	1	2	1	4
Cc1ccc(CCNC(=O)C2CCN(S(=O)(=O)N3CCCC3)CC2)cc1	-1	-0.2	-6	9	0	-1	2	-5	-3	5
